# AID2073: inhibitors of Mint1-CaV2.2 protein interaction, biochemical, HTRF (AID 2073); HTRF protein-protein interaction, Mint1-CaV2.2; higher % means a stronger effect; inhibition, % at 20 µM; hits with a dose series show IC50 in µM; hit rate 0.19% among 290,000; in the data active = inhibition mostly above about 51%, no sharp cut-off; inconclusive = no clear call, values can overlap the other calls; inactive = mostly below about 53%; note: some results filed as inactive read as strong as hits
# NTR1 ag: agonists of NTR1, primary screen, imaging, U2OS cells, beta-arrestin-GFP, high content (AID 493036). P30989. NTR1-U2OS beta-arrestin-GFP spot imaging, agonist mode. activation, % at 20 µM. hit rate 0.17% among 330,000;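 active = activation at or above 40% of the spot to cytoplasm intensity ratio, with at least 20 cells analyzed; inconclusive = wells under 20 cells, flagged as cytotoxic or low count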;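 note: 0% = DMSO without peptide and 100% = 100 nM NTR1 peptide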
# Target sequence (P30989 whole entry, looked up): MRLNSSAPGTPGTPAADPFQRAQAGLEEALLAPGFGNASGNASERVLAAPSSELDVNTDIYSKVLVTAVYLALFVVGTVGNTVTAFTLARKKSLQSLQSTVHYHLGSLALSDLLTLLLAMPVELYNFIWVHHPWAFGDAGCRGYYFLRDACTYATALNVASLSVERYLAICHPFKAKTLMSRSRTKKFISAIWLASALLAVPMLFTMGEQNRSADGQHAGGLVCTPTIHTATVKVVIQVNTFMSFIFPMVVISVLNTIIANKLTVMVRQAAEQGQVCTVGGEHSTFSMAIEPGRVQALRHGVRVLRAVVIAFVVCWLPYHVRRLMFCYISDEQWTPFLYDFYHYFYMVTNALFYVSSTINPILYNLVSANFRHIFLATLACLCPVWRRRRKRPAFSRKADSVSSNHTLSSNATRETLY
# Rac1 GTP hydrolysis: MgcRacGAP GTPase-activating activity inhibitors, confirmation, biochemical, ADP Hunter fluorescence. MgcRacGAP-stimulated Rac1 GTP hydrolysis, ADP Hunter fluorescence; higher % means a stronger effect; GST-tagged Rac1 F28L mutant substrate. inhibition, % at 30 µM, or IC50 in µM where a hit was titrated. hit rate 0.6% among 340,000;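 active = first-screen hits whose inhibition reached a set limit at any dose in the follow-up dose series; inconclusive = inhibition above the set first-screen limit but never retested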;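 note: fluorescence reports GDP produced by GAP-driven GTP hydrolysis; strong numbers were not always called active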
# GPR55 activation: GPR55 agonists via beta-arrestin recruitment, primary screen, imaging, U2OS cells, beta-arrestin-GFP redistribution (AID 1961) | one-dose activation, % at 10 µM; EC50 in µM for titrated hits | U2OS GPR55 beta-arrestin-GFP redistribution imaging; higher % means a stronger effect | hit rate 0.048% among 290,000;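 active = activation above 40% with more than 50 cells counted in the well; inconclusive = wells holding fewer than 50 cells, flagged as toxic or sparse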;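 note: U2OS osteosarcoma cells stably expressing GPR55 and beta-arrestin-GFP; plate controls were DMSO negative control for no effect and LPI positive control for full effect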
# GPR55 antagonists: GPR55 antagonists blocking LPI-driven arrestin recruitment, primary screen, imaging, U2OS, beta-arrestin-GFP, LPI agonist (AID 2013) | U2OS GPR55 beta-arrestin-GFP translocation imaging, LPI antagonism; higher % means a stronger effect | inhibition, % at 10 µM; hits with a dose series show IC50 in µM | hit rate 0.13% among 290,000;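 active = spots per cell inhibited over 60%, with over 100 cells counted and total cytoplasm intensity under 500,000; inconclusive = wells with under 100 cells, flagged as likely toxic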;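 note: U2OS cells stably carrying GPR55 and arrestin-GFP stimulated by 5 µM LPI near EC80; imaged beta-arrestin-GFP aggregate spots per cell after agonist stimulation; plate controls were LPI-stimulated DMSO wells for no effect and DMSO wells without LPI for full effect; some results filed as inactive read as strong as hits; confirmed hits need IC50 under 10 µM and bright autofluorescent wells are also inconclusive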
# Yfh1-depleted yeast: mitochondrial function rescue without frataxin homolog – Friedreich's ataxia, plus single-dose screen, dose response (AID 1465); hit rate 0.074% among 220,000; one-dose fold induction at 50 µM; EC50 in µM for titrated hits; S. cerevisiae Yfh1-off respiration, WST-1 reduction, 72 h; higher fold induction means a stronger effect;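 active = fold induction of absorbance versus untreated yeast above a set limit, then at least 30% activation at any dose in follow-up; inconclusive = repeats straddling the limit, or above it without dose testing; inactive = fold induction below the set limit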;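 note: activators that raise dye reduction in frataxin-depleted yeast; strong numbers were not always called active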
# GPR35 arrestin U2OS: GPR35 antagonists blocking zaprinast-driven arrestin recruitment, primary screen, imaging, U2OS, beta-arrestin-GFP, zaprinast agonist (AID 2058); U2OS GPR35 beta-arrestin-GFP translocation imaging, zaprinast antagonism; higher % means a stronger effect; inhibition, % at 10 µM; hits with a dose series show IC50 in µM; hit rate 0.052% among 290,000;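 active = inhibition of at least 50% with at least 30 cells and total cytoplasm GFP at most 10,000,000; inconclusive = under 30 cells or total GFP of 10,000,000 plus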
# NS5 inhibitors: flavivirus cap methylation enzyme inhibition – biochemical, confirmation dose response, primary screen (AID 588689) | Dengue-2 NS5 methyltransferase capping enzyme assay, biochemical; higher % means a stronger effect | inhibition, % at 25 µM, or IC50 in µM where a hit was titrated | hit rate 0.3% among 340,000; in the data active = a potency from the dose series; inconclusive = inhibition above about 29% without an active follow-up result
# Large T inhibition: SV40 large T antigen inhibitors, biochemical (AID 1903); SV40 large T antigen ATPase/helicase inhibition assay; higher % means a stronger effect; inhibition, % at 20 µM, or IC50 in µM where a hit was titrated; hit rate 0.39% among 310,000; in the data active = a potency from the dose series; inconclusive = inhibition mostly from about 32% at the one dose, without a potency; inactive = the rest, 99 in 100 with inhibition below about 32%; note: strong numbers were not always called active
# NTR1 ag cell count 20 µM: further read-out of NTR1 ag, marked with its call; cell count; measured here: cell count, cytotoxicity flag
# NS5 inhibitors pilot replicate: second read-out of NS5 inhibitors, no call of its own (marks repeat the call); inhibition, %; measured here: pilot screen replicate inhibition
# * marks the source's active call; other numbers are inactive results; i = inactive; ? = inconclusive; · = not tested or not shown.
SMILES,AID2073,NTR1 ag,NTR1 ag cell count 20 µM,Rac1 GTP hydrolysis,GPR55 activation,GPR55 antagonists,Yfh1-depleted yeast,GPR35 arrestin U2OS,NS5 inhibitors,Large T inhibition,others
CS(=O)(=O)Nc1ccccc1C(=O)Nc1ccccc1C(=O)N1CCCC1,12%,-1.2,62,6%,-0.1%,9%,·,-10%,-3%,9%,
Cc1cc(Cl)ccc1Oc1ccccc1C(=O)CC#N,16%,1.2,86,7%,0.4%,4%,i,8%,-11%,7%,
Cc1ccc(S(=O)(=O)N2CCC(C(=O)N[C@@H](C)C(=O)NCc3ccccc3)CC2)cc1,14%,-1.0,34,3%,-0.2%,-10%,i,-1%,-1%,4%,
COc1ccc(C2=CSC3=NCCN23)cc1F,-19%,-0.5,60,4%,-0.1%,-21%,i,60%,-3%,0%,
CS(=O)(=O)Nc1ccc(C2=NN(S(=O)(=O)c3ccccc3)C(c3cccs3)C2)cc1 (stereo not drawn),19%,0.3,99,-1%,-0.3%,11%,i,-1%,-22%,3%,
COc1ccc(C(=S)N2CCCC2)cc1Br,-5%,0.1,62,3%,0.0%,·,·,9%,-6%,14%,
CCC(C)C(=O)Nc1ccc(S(=O)(=O)Nc2nccs2)cc1 (stereo not drawn),?,-1.8,62,6%,0.3%,1%,·,2%,-3%,4%,NS5 inhibitors pilot replicate=-4.3
O=C(N/N=C/c1ccc2nccnc2c1)c1ccc(Br)cc1,-12%,-0.1,53,·,0.2%,2%,i,2%,·,14%,
CC(=O)Nc1nc(C)c(-c2csc(Nc3cccc(C(C)=O)c3)n2)s1,52%,16,74,27%,-0.1%,17%,·,26%,-3%,16%,
COc1ccc(Nc2ncnc3sccc23)cc1OC,5%,1.1,100,1%,-0.3%,-2%,·,-5%,-1%,6%,
CC(C)n1c(Sc2nccn2C)nc2c1c(=O)n(C)c(=O)n2C,-12%,0.1,42,2%,-0.2%,-9%,i,0%,0%,-1%,
O=C(Cc1ccc(Cl)cc1)Nc1nc2ccccc2[nH]1,2%,0.3,45,13%,-0.1%,-18%,i,-5%,-1%,2%,
COC(=O)c1sc(NC(=O)c2csc3c2CCCC3)nc1C,1%,6.3,80,12%,-0.2%,14%,i,8%,-1%,6%,
CC(=O)Nc1ccc(S(=O)(=O)N2CCC(N(C)CCC(C)C)CC2)cc1,9%,-2.9,64,2%,-0.1%,-4%,i,19%,2%,-4%,
CN(C)CCCN=C(NO)c1ccc(Cl)cc1Cl,5%,0.6,54,-3%,0.2%,-1%,i,3%,0%,14%,
COc1ccc(C(NC(=O)c2cc(OC)ccc2OC)c2ccccc2)cc1 (stereo not drawn),4%,1.9,52,7%,0.1%,-18%,·,15%,-10%,1%,
COc1ccc2c(=O)c(N3C(=O)c4ccccc4C3=O)coc2c1,5%,-1.2,71,3%,-0.1%,7%,i,-8%,-5%,16%,
CCOC(=O)c1sc(NC(=O)CSc2nnc(Cc3ccccc3)o2)c(C#N)c1C,11%,3.0,43,15%,-0.1%,25%,·,-7%,·,9%,
O=C(CSc1nnc(-c2cccs2)n1Cc1ccccc1)NCc1ccc2c(c1)OCO2,-15%,0.3,45,13%,-0.1%,8%,i,-1%,-3%,4%,
O=C(CSc1nnc(CNC(=O)c2ccco2)o1)Nc1ccc(OC(F)(F)F)cc1,6%,0.3,66,5%,-0.1%,-6%,·,-5%,-5%,9%,
S=C(Nc1ccc(Oc2ccccc2)cc1)Nc1cccnc1,-8%,0.4,61,5%,0.1%,-4%,·,1%,-3%,7%,NS5 inhibitors pilot replicate=-5.2
Cc1ccsc1/C=N/NC(=O)C1CC(=O)N(c2ccc(F)cc2)C1 (stereo not drawn),12%,-1.2,54,9%,-0.1%,5%,i,11%,8%,3%,
O=C(CNC(=O)C1COc2ccccc2O1)N/N=C\c1cccc(O)c1 (stereo not drawn),-1%,0.6,28,4%,-0.2%,10%,·,8%,0%,9%,
CCOc1ccc(OCC)c(NC(=O)CSCC(=O)O)c1,3%,-1.0,117,6%,0.3%,-6%,i,8%,1%,-2%,
CN(C)CCNC(=O)C(=O)NCC1OCCN1S(=O)(=O)c1ccc([N+](=O)[O-])cc1 (stereo not drawn),5%,0.0,39,4%,-0.4%,-16%,i,-9%,-3%,1%,
O=C(Nc1ccc(NC(=O)c2ccccn2)cc1)C(=O)Nc1ccc2c(c1)OCCO2,?,0.2,71,2%,-0.4%,5%,i,10%,-5%,4%,
Clc1ccc(NC2=NCCC2)cc1Cl,1%,0.8,36,10%,-0.1%,7%,i,-4%,4%,9%,
CN(Cc1ccccc1)S(=O)(=O)c1ccc2c(c1)NC(=O)CC(=O)N2,-5%,-1.3,44,6%,0.3%,-12%,i,3%,-9%,-6%,
Cc1cc(C(=O)NNc2ccc(C(C)C)cc2)n(C(C)(C)C)n1,3%,0.4,42,3%,0.2%,-4%,i,-8%,2%,0%,
O=C(COC(=O)c1cccnc1Nc1cccc(C(F)(F)F)c1)NCc1ccc2c(c1)OCO2,2%,4.6,92,4%,0.0%,·,i,6%,3%,9%,
CCOC(=O)C1=C(COC(=O)c2ccccc2OC(F)F)NC(=O)NC1C (stereo not drawn),·,-0.1,52,-3%,·,·,·,·,4%,10%,
O=C(Nc1ccn(Cc2ccccc2F)n1)c1ccc(COc2cc(Cl)ccc2Cl)o1,12%,4.1,88,10%,0.3%,5%,i,1%,1%,8%,
CCc1cc[n+](/C(C(=S)Nc2cccc(C)c2)=C(/[O-])c2ccc(C)c([N+](=O)[O-])c2)cc1,-7%,-0.5,81,3%,0.2%,7%,i,-1%,-6%,16%,
O=C(Nc1ccccc1N1CCN(C(=O)c2ccc(Cl)cc2)CC1)c1ccc2c(c1)OCO2,16%,1.9,73,3%,-0.1%,15%,i,4%,-2%,4%,NS5 inhibitors pilot replicate=1.5
CCOC(=O)c1ccc(NC(=O)CCc2nc(-c3ccccc3Cl)no2)cc1,2%,4.3,71,5%,0.5%,-22%,i,-5%,-7%,7%,
COc1ccc(/C=C/C(=O)NCC(=O)N2CCC(N(C)CCN3CCOCC3)CC2)cc1OC,?,-0.8,87,14%,0.5%,7%,i,-4%,-7%,6%,
CCN(CC)c1ccc(S(=O)(=O)N2CCOCC2)cc1NC(=O)CSc1ccccc1,·,2.3,65,1%,·,·,·,·,-4%,5%,
Cc1ccc(S(=O)(=O)N(C)CC(=O)OCC(=O)NC(=O)NC(C)C)cc1,8%,1.5,67,10%,-0.1%,-10%,i,13%,-5%,13%,
COc1ccc(NC(=O)CSc2nnc3ccc(-c4ccccn4)nn23)cc1,·,1.9,69,3%,·,·,·,·,0%,4%,
CCOC(=O)N1CCN(C(=O)c2ccccc2N(Cc2ccccc2)S(=O)(=O)c2ccccc2)CC1,6%,-1.0,40,1%,0.4%,-3%,·,4%,5%,8%,
CCOc1ccccc1CNC(=O)C1CCN(C(=O)c2sccc2-n2cccc2)CC1,7%,-0.2,29,10%,-0.1%,-16%,i,-16%,1%,16%,
CCOc1ccc(NC(=O)CN(C)CC(=O)Nc2ccccc2SC)cc1OCC,2%,3.9,71,-2%,-0.1%,-6%,i,9%,-2%,7%,
O=C(CSc1nnc(-c2ccccn2)n1Cc1ccccc1)N1CCCC1,3%,0.9,84,0%,-0.2%,-7%,i,-5%,-2%,-1%,
CN=CC1=C(O)CC(C)(C)CC1=O,2%,-0.5,70,6%,-0.1%,22%,i,12%,-3%,-2%,
O=C1c2ccccc2C(=O)N1n1cccc1,1%,2.0,79,0%,-0.2%,10%,i,24%,-7%,0%,
CN(C(=O)CN(CCO)CC(=O)N(C)C(C)(C)Cc1ccccc1)C(C)(C)Cc1ccccc1,·,-0.3,43,4%,·,·,·,·,-4%,20%,
Cc1cc(NC(=O)COC(=O)c2cc([N+](=O)[O-])ccc2N2CCOCC2)ccc1Br,·,4.9,51,0%,·,·,·,·,2%,10%,
CC(=O)Nc1ccc(NC(=O)C(C)OC(=O)c2cc(S(=O)(=O)N(C)C)ccc2N2CCCC2)cc1 (stereo not drawn),·,-1.0,48,2%,·,·,·,·,-2%,5%,
COc1ccc(-n2c(C)c(C)c3c(NCCCO)ncnc32)cc1,8%,0.9,63,7%,-0.2%,-4%,·,-9%,0%,0%,
CCOc1ccc(N=C2SC(C(=O)O)CC(=O)N2C)cc1 (stereo not drawn),6%,1.2,62,8%,0.4%,2%,i,9%,-9%,3%,

# Going on with the list:
SMILES,AID2073,NTR1 ag,NTR1 ag cell count 20 µM,Rac1 GTP hydrolysis,GPR55 activation,GPR55 antagonists,Yfh1-depleted yeast,GPR35 arrestin U2OS,NS5 inhibitors,Large T inhibition,others
C/C(N)=C(/C#N)C(=O)COC(=O)CNS(=O)(=O)c1ccc(C)cc1,11%,0.3,57,-6%,0.0%,-6%,i,2%,0%,9%,
CCCc1cc(C(=O)N2CCCC(C(=O)c3ccc(Cl)cc3)C2)n(C)n1 (stereo not drawn),4%,-0.5,65,-7%,-0.1%,-3%,·,4%,-5%,14%,
O=C(Cc1cccc(F)c1)N1CCCC(CO)(Cc2ccc(F)cc2F)C1 (stereo not drawn),22%,-0.5,68,3%,-0.4%,-6%,·,12%,·,2%,
COc1cc2[nH]c(=S)nc(NCc3ccc(C)cc3)c2cc1OC,-43%,1.7,92,13%,0.4%,-6%,·,-2%,-7%,7%,
OCC[C@H]1C[C@H](O)[C@@H](O)[C@]2(CCc3ccccc3O2)O1,·,-1.2,92,8%,·,·,·,·,-5%,15%,
COc1cccc(NC(=O)CSc2nc3n[nH]c(C)c3c(=N)n2-c2cccc(OC)c2)c1,8%,0.6,50,1%,-0.2%,7%,i,-11%,-1%,4%,
CC(=O)Nc1ccc(NC(=O)CN(C)CCC#N)cc1,2%,-0.4,62,5%,-1.0%,5%,i,-3%,2%,15%,
CCc1ccc(NC(=O)CSc2nc3ccsc3c(=O)n2CCCCCC(=O)O)cc1,-3%,-1.2,42,0%,-0.1%,16%,i,18%,0%,5%,
